High-throughput results (PubChem BioAssay)
TbMetRS inhib: T. brucei MetRS inhibitors, primary screen, biochemical, luminescence | purified T. brucei MetRS, ATP depletion, Kinase-Glo luminescence | methionyl-tRNA synthetase (Trypanosoma brucei brucei) | inhibition, % at 11.9 µM | 360,000 tested, 0.4% active;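 active = inhibition above a per-plate cutoff of the control wells' mean inhibition plus 3 SD, cut at about 5.5% in these data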;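 note: 0% = DMSO wells median and 100% = median of wells with control inhibitor compound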
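assay system = parasite MetRS enzyme | timing = 15 min preincubation, 2 h reaction, all 25 °C | evaluation = percent inhibition relative to median high and low control wells | medium = HEPES buffer containing pyrophosphatase, BSA, spermine, DTT | compound = single dose, 11.9 µM final nominal, 0.9% final DMSO | detection = Kinase-Glo luminescence, ATP depletion format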
DNMT1 block: human DNMT1 methyltransferase inhibitors, primary screen, biochemical, molecular beacon, fluorescence, HinP1I cleavage, uHTS; AID 588458, 2011; inhibition (reported as % activation of signal), % at 10 µM; 360,000 tested, 0.83% active; in the data active = inhibition above about 50%
SUMO1 PPI mod: modulators of SUMO1 protein-protein interactions, primary screen, biochemical, uHTS. SUMO1 binding to a labelled peptide, TR-FRET, 1 h. inhibition, % at 20 µM. 360,000 tested, 0.33% active. AID 602429, 2012; in the data active = inhibition above about 37%
Target sequence (P63165 whole entry, looked up): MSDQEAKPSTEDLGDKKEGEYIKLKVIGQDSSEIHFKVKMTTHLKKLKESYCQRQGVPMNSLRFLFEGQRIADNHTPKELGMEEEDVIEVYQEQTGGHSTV
Neddyl block: inhibitors of cullin neddylation, primary screen, biochemical, TR-FRET, uHTS, NAE and Ubc12; 360,000 tested, 0.58% active; calls only at 25 µM; in the data active = inhibition above about 36%
Target sequence (P61081 whole entry, looked up): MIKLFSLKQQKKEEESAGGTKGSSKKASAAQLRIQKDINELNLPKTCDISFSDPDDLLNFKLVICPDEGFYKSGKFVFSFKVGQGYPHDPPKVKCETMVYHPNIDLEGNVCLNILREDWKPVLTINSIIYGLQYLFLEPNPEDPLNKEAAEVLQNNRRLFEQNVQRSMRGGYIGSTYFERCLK
Target sequence (Q13564 whole entry, looked up): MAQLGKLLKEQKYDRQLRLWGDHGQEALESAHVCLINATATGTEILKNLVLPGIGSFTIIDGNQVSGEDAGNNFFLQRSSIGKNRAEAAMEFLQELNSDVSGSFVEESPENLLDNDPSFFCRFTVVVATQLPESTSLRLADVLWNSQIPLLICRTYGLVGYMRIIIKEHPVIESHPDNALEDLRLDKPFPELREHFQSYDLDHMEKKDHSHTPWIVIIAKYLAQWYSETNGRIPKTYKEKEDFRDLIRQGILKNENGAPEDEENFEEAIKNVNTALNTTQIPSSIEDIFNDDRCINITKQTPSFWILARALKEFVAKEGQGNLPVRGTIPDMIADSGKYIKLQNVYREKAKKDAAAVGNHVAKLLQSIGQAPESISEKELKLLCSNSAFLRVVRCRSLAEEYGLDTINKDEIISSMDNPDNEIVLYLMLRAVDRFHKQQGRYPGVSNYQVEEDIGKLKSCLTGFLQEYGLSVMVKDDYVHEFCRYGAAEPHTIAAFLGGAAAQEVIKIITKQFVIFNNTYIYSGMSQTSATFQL
CendR NRP1 mod: modulators of CendR peptide binding to NRP-1, primary screen, biochemical, fluorescence polarization, uHTS | inhibition, % at 25 µM | 360,000 tested, 0.85% active | FAM-RPARPAR peptide binding to NRP-1 | Neuropilin-1 (Homo sapiens), O14786;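 active = inhibition or corrected inhibition above about 18%, plus a signal ratio from 0.5 to 1.5, limit read from the data, passing the limit was not always enough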; note: strong numbers were not always called active
Scp1 inh: Scp-1 phosphatase inhibitors, primary screen, biochemical, colorimetric, uHTS; Recombinant Scp1, phosphopeptide, malachite green phosphate absorbance; 340,000 tested, 0.88% active; inhibition, % at 20 µM;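 active = inhibition above about 50% at 20 µM, limit read from the data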;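 note: plate controls were DMSO wells with enzyme for no effect and wells lacking enzyme for full effect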
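assay system = SCP-1 phosphatase catalytic domain, residues 76-261 | buffer or medium = 50 mM Tris acetate pH 5.5, 0.005% Tween-20, 10 mM MgCl2 | incubation = enzyme reaction 45 min at room temperature, colour 5 min, stabilisation 30 min | signal = Phosphate-binding colour reagent, absorbance read at 630 nm | measure = % inhibition at 20 µM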
NadD inh: inhibitors of S. aureus NadD, primary screen, biochemical, colorimetric, uHTS | AID 602399, 2012 | purified NadD enzyme, colorimetric absorbance read-out | 360,000 tested, 0.78% active | inhibition, % at 20 µM; in the data active = inhibition above about 26%; note: some compounds past the cut are filed as inactive
LMPTP block: LMPTP phosphatase inhibitors, primary screen, biochemical, fluorescence intensity, uHTS; recombinant LMPTP-A, OMFP fluorogenic substrate; inhibition, % at 20 µM; 360,000 tested, 0.22% active; AID 651560, 2012;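 active = compounds that cut the enzyme signal by at least half of the control window in the single-dose screen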;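 note: plate controls were DMSO wells with enzyme plus substrate for no effect and substrate without enzyme for full effect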
Target sequence (P24666 whole entry, looked up): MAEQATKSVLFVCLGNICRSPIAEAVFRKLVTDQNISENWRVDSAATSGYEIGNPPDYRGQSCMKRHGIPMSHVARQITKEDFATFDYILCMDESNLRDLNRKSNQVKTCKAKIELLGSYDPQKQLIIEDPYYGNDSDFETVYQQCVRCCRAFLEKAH
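Test system: LMPTP-A phosphatase enzyme. Amount: LMPTP-A at 0.625 nM final in the reaction. Reagent: OMFP substrate, 400 µM final. Times: 50 min at room temperature. Signal: endpoint fluorescence intensity from OMFP dephosphorylation. Read-out basis: % inhibition. Benchmarks: no-enzyme and uninhibited controls.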
SKN-1 block: suppressors of acrylamide-induced Pgst-4::GFP reporter in worms, primary screen, SKN-1 inhibitor project, whole organism, uHTS, GFP/RFP fluorescence ratio, strain VP596. C. elegans VP596 Pgst-4::GFP/RFP ratio, 24 h. inhibition, % at 21.8 µM. 360,000 tested, 0.49% active. AID 624304, 2012;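 active = interference check ratio from 0.5 to 1.5 plus GFP to RFP signal ratio inhibition reaching or exceeding a fixed threshold, cut at about 30% in these data, passing the limit was not always enough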; note: some compounds called inactive have numbers as strong as hits
STEP inh: STEP phosphatase inhibitors, primary screen, biochemical, fluorescence intensity, uHTS | inhibition, % at 20 µM | AID 588621, 2011 | Tyrosine-protein phosphatase non-receptor type 5 (Homo sapiens), P54829 | recombinant STEP, OMFP fluorogenic substrate | 360,000 tested, 0.25% active;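 active = inhibition at 20 µM, scaled per plate between control wells, above about 37%, limit read from the data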;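 note: 0% = DMSO with enzyme and substrate and 100% = substrate only without enzyme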
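System: isolated STEP enzyme; schedule: 20 min enzyme reaction at room temperature, protected from light; medium: Bis-Tris buffer pH 6.0, 2.5 mM DTT, 0.005% Tween 20; signal: fluorescence, 480/540 nm; dosing: single compound dose of 20 µM, 1% DMSO final; also added: OMFP substrate, 25 µM final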
Numbers without * were called inactive; i = inactive; x = not tested or not shown.

SMILES	TbMetRS inhib	DNMT1 block	SUMO1 PPI mod	Neddyl block	CendR NRP1 mod	Scp1 inh	NadD inh	LMPTP block	SKN-1 block	STEP inh
CC(NC(=O)Cn1cnc([N+](=O)[O-])n1)c1ccccc1 (stereo unspecified)	0.0	-1	-9	i	-3	-5	-3	-0.8	23	-3
O=C(Cn1cnc2ccccc21)Nc1ccc(SC(F)F)cc1	0.1	-1	2	i	5	1	0	2.3	-2	12
COC(=O)C1=C(C)NC(C)=C(C(=O)OC)C1c1ccc2ccccc2n1	-0.8	1	-2	i	7	1	1	-1.0	-5	-2
CCCCN(CC)Cc1ccc(CNC(=O)Nc2ccc(OCC)cc2)o1	-0.2	6	7	i	14	-4	-4	-0.6	-4	3
CN(C)c1ccc(/C=N/NC(=O)CNC(=O)/C=C/c2ccccc2)cc1	-0.5	2	-17	i	-3	2	-9	0.6	-3	1
O=C(CSc1n[nH]c(-c2ccccn2)n1)Nc1ccc(F)cc1	-0.7	2	4	i	-4	2	1	-1.1	-5	1
Cc1ccc2nc(NCC(=O)O)nc(-c3ccccc3)c2c1	-0.1	-1	-7	x	18	11	0	-0.1	7	0
CCn1c(SCC(=O)c2ccccc2)nnc1-c1cnccn1	-0.8	-1	-2	i	-4	-5	-1	-1.8	0	-2
Cc1nnc(NC(=O)CN2C(=O)c3ccccc3S2(=O)=O)s1	-1.1	-1	6	i	-6	0	-2	-1.4	-11	-2
CC(C)(CCO)Nc1ncnc2onc(-c3ccc(F)cc3)c12	-1.1	0	3	i	3	-6	-7	0.4	-9	-2
NS(=O)(=O)c1ccc(NC(=O)CSc2nc(Nc3ccccc3)nc(N3CCOCC3)n2)cc1	0.0	-3	4	i	19	-4	3	0.1	23	0
O=C(c1cc(COc2ccc(F)cc2F)on1)N1CC[C@@H]2CCCC[C@H]2C1	-0.2	-1	5	i	0	-13	-6	4.4	11	3
Cc1c(CCOC(=O)C23CC4CC(CC(C4)C2)C3)sc[n+]1Cc1ccccc1	-0.9	17	0	i	-9	-1	-8	-1.2	0	-3
COC(C[C@H](O)C[C@@H](O)[C@@H](C)OCc1ccccc1)OC	-0.3	1	1	i	6	-10	-6	-0.6	12	-3
CC(=O)Oc1ccccc1Cn1c(C)c(C(=O)NCCC#N)sc1=O	-0.5	4	-1	i	-10	x	-3	-1.3	-9	0
Cc1ccccc1CS(=O)(=O)CC(O)CN1CCCC1=O (stereo unspecified)	0.3	-3	1	i	3	-10	-6	-2.0	-4	-1
COc1cc(Cl)c(C)cc1NC(=O)CSc1ccc(NC(C)=O)cc1	-0.1	-9	3	i	-8	-7	-7	-0.6	9	-1
COc1ccc(CNC(=O)C2CCCN2CCc2ccccc2)cc1OC (stereo unspecified)	0.3	0	1	i	0	-1	-3	-0.4	-3	3
COCCCNC(=O)CN(c1cccc(Cl)c1C)S(C)(=O)=O	1.1	1	-1	i	15	9	-1	-2.2	12	-3
Cc1cn(C2CC(OC(=O)C(C)C)C(CO)O2)c(=O)[nH]c1=O (stereo unspecified)	-0.2	-1	-1	i	-4	-4	-3	-0.6	5	-1
COc1cc(-c2noc(C)c2C#Cc2nccn2C)cc(OC)c1OC	-0.2	1	7	i	9	-8	4	-0.7	-2	3
C[C@H]1[C@H](C)CC[C@]2(C(=O)O)CC[C@]3(C)C(=CC[C@@H]4[C@@]5(C)CC[C@H](O)C(C)(C)[C@@H]5CC[C@]43C)[C@H]12	-1.1	15	-2	i	-1	4	47*	-16	7	-3
Cc1ccc(NC(=O)NC(=S)NC(=O)c2ccccc2)cc1	-0.6	0	3	i	-9	-5	0	-0.1	14	2
Cc1ccc(SCC(=O)NC(=O)Nc2ccc3c(c2)OCCO3)cc1C	-0.1	1	1	i	22	-8	-5	1.2	9	-2
N#CC1(NC(=O)Cn2cc(C(F)(F)F)ccc2=O)CCCC1	-0.1	4	4	i	10	-6	2	-2.5	-1	-4
CCOC(=O)Cn1c(=NC(=O)c2ccc([N+](=O)[O-])s2)sc2ccccc21	-0.4	9	-3	x	56*	-12	3	1.3	7	1
N#C/C(=C/C1=C(N2CCOCC2)C(=C/c2ccccc2)/CC1)C(=O)Nc1ccccc1F	0.1	-8	-46	i	-152	-5	14	9.8	76	-1
O=C(C1CC(=O)N(c2ccccc2)C1)N1CCN(c2ccccc2F)CC1 (stereo unspecified)	-0.3	3	0	i	15	-2	-3	1.0	0	0
O=C(Nc1cccc(C(F)(F)F)c1)C1Cc2c(-c3ccco3)ccnc2O1 (stereo unspecified)	1.1	-5	1	i	6	x	3	1.9	11	0
CCOC(=O)c1c(C)nsc1NC(=O)C1(C)CCN1C(=O)CC (stereo unspecified)	-0.1	1	8	i	-8	x	2	0.1	0	-3
COc1cccc(-c2cc(C(=O)Nc3c(C)nn(Cc4ccccc4)c3C)no2)c1	-0.1	-7	1	i	-11	-3	-5	0.2	25	-1
CC(C)C1NC(=S)N(Cc2ccccc2)C1=O (stereo unspecified)	0.0	1	2	i	12	-7	-7	-2.1	34	-2
CCN(CC)S(=O)(=O)c1ccc2oc(C(=O)N3CCc4ccccc4C3)c(C)c2c1	0.0	-12	12	i	-1	-12	2	2.9	3	0
CCc1nc2ccc(C(=O)N3CCN(C(C)=O)CC3)cn2c1N(CC)C(=O)NCCc1ccccc1	0.0	5	0	i	-6	x	3	-4.1	1	-2
O=[N+]([O-])c1cc(-c2nnc(N3CCOCC3)c3ccccc23)ccc1N1CCOCC1	-0.7	-1	-21	i	21	-1	2	0.0	0	-1
O=C(CN(C(=O)c1ccccc1Cl)C1CCCCC1)Nc1ccc(Cl)c([N+](=O)[O-])c1	0.3	-7	-6	i	3	-13	20	1.3	-9	0
O=C(Nc1nnc(SCc2ccc(F)cc2)s1)C1Cc2ccccc2CN1C(=O)c1ccco1 (stereo unspecified)	-1.2	21	10	i	-23	-4	60*	2.8	7	-1
CC(C)(C)c1ccc2c(c1)N(CC(=O)N1CCOCC1)C(=O)CO2	-0.1	-1	7	i	12	-10	-4	-1.3	-12	1
O=C(CSc1nc(Nc2ccccc2)nc(N2CCOCC2)n1)Nc1cccc([N+](=O)[O-])c1	0.5	-8	-17	i	12	-7	6	2.7	-7	-2
COc1cc(C)c(Br)cc1S(=O)(=O)NCc1ccccc1	-0.7	6	1	i	11	0	-3	-2.0	-8	-3
Cc1nc(NC(=O)c2ccco2)sc1C(=O)O	3.7	3	2	i	3	-3	-4	-1.6	-12	-4
CCCCCn1c(SCCOCC)nc2c1c(=O)[nH]c(=O)n2C	0.6	1	3	i	0	13	6	-1.3	-9	-1
CS(=O)(=O)N1CC2CCCN2c2cc(C(F)(F)F)ccc21 (stereo unspecified)	-0.2	-4	0	i	-8	-2	-1	1.7	20	2
Cc1c(C(=O)N(C)C(C)c2ccncn2)oc2c(F)cccc12 (stereo unspecified)	-0.8	-1	-12	i	-1	3	6	0.3	-9	-1
COc1ccc(/C(C#N)=C/c2ccccn2)cc1	-0.8	2	-35	i	-1	1	-7	-0.5	11	-2
CCn1c(=O)c(=O)[nH]c2cc(C(=O)Nc3ccc(S(=O)(=O)N4CCCC4)cc3)ccc21	-1.5	0	5	i	12	-5	7	0.8	-12	2
c1cncc(C2Nc3ccccc3-c3nc4ccccc4n32)c1 (stereo unspecified)	-0.5	11	4	x	-11	0	12	4.2	19	-3
COC(=O)[C@@H]1C[C@H]1[C@@H](NS(=O)(=O)c1ccccc1)c1ccccc1	-0.2	3	-3	i	9	1	-6	-1.8	0	-2
O=C(Nc1nnc(SCc2ccc(F)cc2)s1)C1=COCCO1	-0.5	0	9	i	-2	-5	-3	1.0	6	1
CCOC(=O)c1cc(-c2ccc(C)cc2)n(CC(=O)NCc2ccco2)c1C	0.6	50*	0	i	12	-14	1	-1.4	-3	1

Eight of the compounds above, in markdown.
| SMILES | TbMetRS inhib | DNMT1 block | SUMO1 PPI mod | Neddyl block | CendR NRP1 mod | Scp1 inh | NadD inh | LMPTP block | SKN-1 block | STEP inh |
| --- | --- | --- | --- | --- | --- | --- | --- | --- | --- | --- |
| CS(=O)(=O)N1CC2CCCN2c2cc(C(F)(F)F)ccc21 (stereo unspecified) | -0.2 | -4 | 0 | i | -8 | -2 | -1 | 1.7 | 20 | 2 |
| Cc1c(C(=O)N(C)C(C)c2ccncn2)oc2c(F)cccc12 (stereo unspecified) | -0.8 | -1 | -12 | i | -1 | 3 | 6 | 0.3 | -9 | -1 |
| COc1ccc(/C(C#N)=C/c2ccccn2)cc1 | -0.8 | 2 | -35 | i | -1 | 1 | -7 | -0.5 | 11 | -2 |
| CCn1c(=O)c(=O)[nH]c2cc(C(=O)Nc3ccc(S(=O)(=O)N4CCCC4)cc3)ccc21 | -1.5 | 0 | 5 | i | 12 | -5 | 7 | 0.8 | -12 | 2 |
| c1cncc(C2Nc3ccccc3-c3nc4ccccc4n32)c1 (stereo unspecified) | -0.5 | 11 | 4 | x | -11 | 0 | 12 | 4.2 | 19 | -3 |
| COC(=O)[C@@H]1C[C@H]1[C@@H](NS(=O)(=O)c1ccccc1)c1ccccc1 | -0.2 | 3 | -3 | i | 9 | 1 | -6 | -1.8 | 0 | -2 |
| O=C(Nc1nnc(SCc2ccc(F)cc2)s1)C1=COCCO1 | -0.5 | 0 | 9 | i | -2 | -5 | -3 | 1.0 | 6 | 1 |
| CCOC(=O)c1cc(-c2ccc(C)cc2)n(CC(=O)NCc2ccco2)c1C | 0.6 | 50* | 0 | i | 12 | -14 | 1 | -1.4 | -3 | 1 |
